FAS-TE inh = FAS thioesterase (human) inhibition | P49327 | recombinant FAS-TE, OMFH fluorogenic substrate, fluorescence endpoint | 0.67% of 360,000 active | inhibition, % at 15 µM;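 active = compounds whose normalised, plate-corrected inhibition of enzyme fluorescence in the single-dose primary screen is 50% or more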;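 also: 0% = DMSO with enzyme and 100% = substrate without enzyme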
MLLE-PAM2 inh = blocks PAM2 peptide binding to the PABP1 MLLE domain | P11940 | 0.36% of 360,000 active | GST-MLLE / FITC-PAM2 fluorescence polarization | inhibition, % at 20 µM | AID 588489; in the data active = inhibition above about 35%, passing the limit was not always enough;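 also: plate controls were DMSO wells with GST-MLLE for no effect and wells lacking GST-MLLE protein for full effect; some results filed as inactive read as strong as hits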
MsrA inhibitor = inhibitors of bovine MsrA. purified bovine MsrA, absorbance read-out. inhibition, % at 15.5 µM. 0.75% of 360,000 active. AID 651718; in the data active = inhibition above about 4.5%;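 also: 0% = vehicle wells with enzyme and 100% = reference inhibitor wells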
E coli Lon inh = inhibits E. coli Lon protease. P0A9M0. purified E. coli Lon protease, fluorescence polarization. inhibition, % at 7.94 µM. 0.42% of 360,000 active. AID 602123; in the data active = inhibition above about 13%, passing the limit was not always enough;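 also: 0% = enzyme with probe and DMSO and 100% = no enzyme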
CSN inh = CSN deneddylation inhibition; 0.38% of 360,000 active; Purified CSN, SCF-Nedd8-OG deneddylation, fluorescence polarization; inhibition, % at 12.5 µM; Q92905; AID 651999;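 active = pattern-corrected inhibition above about 35%, with an unprinted fluorescence ratio check between 0.5 and 1.5, limit read from the data, passing the limit was not always enough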;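 also: 0% = enzyme with substrate and 100% = substrate without enzyme; some results filed as inactive read as strong as hits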
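Assay system: HEK293T-derived human Csn5 enzyme; quantity: 0.24 nM enzyme; medium: Tris/NaCl/DTT buffer, pH 7.5; also added: substrate SCFSkp2-Nedd8OG, 10 nM; doses: 12.5 µM compound; schedule: 90 min reaction at room temperature; signal: FP; read-out: % inhibition of substrate cleavage by Csn5; benchmarks: substrate-only high control, full reaction low control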
Rin1 Abl inh = blocks binding of human Rin1 to Abl. TR-FRET Rin1/Abl binding, biochemical. inhibition, % at 7.35 µM. 0.4% of 360,000 active. AID 588664; in the data active = inhibition above about 5%, passing the limit was not always enough
Tb MetRS inh = blocks T. brucei methionyl-tRNA synthetase activity. purified T. brucei MetRS, ATP depletion, Kinase-Glo luminescence. inhibition, % at 11.9 µM. 0.4% of 360,000 active;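 active = inhibition above a per-plate cutoff of the control wells' mean inhibition plus 3 SD, cut at about 5.5% in these data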;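 also: 0% = DMSO wells median and 100% = median of wells with control inhibitor compound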
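technique = Kinase-Glo luminescence, ATP depletion format | system = purified MetRS (methionyl-tRNA synthetase) enzyme from Trypanosoma brucei | timing = 15 min preincubation, 2 h reaction, all 25 °C | evaluation = percent inhibition versus plate control medians | dosing = single dose, 11.9 µM final nominal, 0.9% final DMSO | also added = substrates ATP, L-methionine and bulk Escherichia coli tRNA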
Neddyl block = cullin neddylation inhibition. 0.58% of 360,000 active. AID 651699. TR-FRET cullin neddylation, biochemical. P61081+Q13564. calls only at 25 µM; in the data active = inhibition above about 36%
Target sequence (P61081 whole entry, looked up): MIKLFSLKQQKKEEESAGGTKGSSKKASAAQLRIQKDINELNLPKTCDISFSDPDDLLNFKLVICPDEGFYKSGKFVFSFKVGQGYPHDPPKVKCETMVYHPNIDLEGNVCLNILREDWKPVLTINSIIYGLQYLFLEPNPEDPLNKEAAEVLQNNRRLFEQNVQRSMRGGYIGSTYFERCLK
Target sequence (Q13564 whole entry, looked up): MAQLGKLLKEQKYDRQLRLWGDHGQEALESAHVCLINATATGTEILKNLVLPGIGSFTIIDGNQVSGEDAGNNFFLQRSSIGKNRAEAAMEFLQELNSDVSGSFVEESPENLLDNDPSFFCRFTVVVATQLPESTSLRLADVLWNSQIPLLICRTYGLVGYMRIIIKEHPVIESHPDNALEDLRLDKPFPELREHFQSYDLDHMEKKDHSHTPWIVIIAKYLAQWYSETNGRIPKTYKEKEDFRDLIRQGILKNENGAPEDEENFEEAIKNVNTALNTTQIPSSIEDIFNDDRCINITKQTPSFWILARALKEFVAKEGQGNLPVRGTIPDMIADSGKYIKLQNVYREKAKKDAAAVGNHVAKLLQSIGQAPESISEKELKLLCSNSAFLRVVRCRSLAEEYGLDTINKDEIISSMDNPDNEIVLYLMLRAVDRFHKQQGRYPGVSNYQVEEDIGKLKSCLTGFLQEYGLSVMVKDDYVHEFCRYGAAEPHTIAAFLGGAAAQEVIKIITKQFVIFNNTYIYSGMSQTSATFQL
bovine MsrA act = bovine methionine sulfoxide reductase A activation; 0.3% of 360,000 active; AID 602163; activation, % at 10.6 µM; purified bovine MsrA, absorbance read-out; in the data active = activation above about 7.5%;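 also: 0% = vehicle and 100% = reference activator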
Numbers without * were called inactive; i = inactive; / = not tested or not shown.

molecule | FAS-TE inh | MLLE-PAM2 inh | MsrA inhibitor | E coli Lon inh | CSN inh | Rin1 Abl inh | Tb MetRS inh | Neddyl block | bovine MsrA act
CC[C@]12c3[nH]c4ccc(OC)cc4c3CCN1C(=O)C(CC(=O)NCCCn1ccnc1)C[C@@H]2C(=O)N1CCN(C(=O)c2ccco2)CC1 (some centres not stated) | -9 | 0 | -1.7 | -7 | -1 | 7 | -0.5 | i | -1
CCOc1ccc(OCc2nnc(SCC(=O)NC3CCS(=O)(=O)C3)n2-c2ccc(Cl)cc2)cc1 (configuration not stated) | 2 | -56 | -0.9 | 5 | -2 | 3 | -0.6 | i | 0
Cc1cccc(OCC(=O)NC(Cc2ccccc2)C(=O)O)c1 (configuration not stated) | -14 | -1 | -1.3 | -8 | -6 | 0 | -0.6 | i | -3
NC(=O)N1OCC2COc3ccc4ccccc4c3C21 (configuration not stated) | -6 | 5 | -0.3 | 3 | -2 | 0 | -0.7 | i | -1
CCc1c(O)nc(SCC(=O)Nc2ccccc2)n(-c2ccccc2C)c1=O | -10 | 35 | -0.3 | -11 | -4 | -2 | -0.4 | i | -7
COc1ccc(-n2nc(C(=O)NCC(=O)N3CCN(c4ccccc4)CC3)c3ccccc3c2=O)c(OC)c1 | 6 | 7 | 0.1 | 0 | 1 | 1 | 0.2 | i | 0
O=C(NCc1cccnc1)c1cc(C2CCCN(C(=O)c3cccc(O)c3)C2)on1 (configuration not stated) | -3 | 9 | -1.7 | -8 | -3 | 0 | -0.1 | i | -3
Cc1nonc1C(=O)N1CCCC(N2CCN(c3ccc(F)cc3)CC2)C1 (configuration not stated) | -2 | -9 | -0.6 | -3 | -2 | 0 | -0.1 | i | -2
COCCn1c(SCC(=O)NC(=O)Cc2ccccc2)nc2ccccc2c1=O | -3 | 11 | 0.3 | 13 | -1 | 2 | -0.3 | i | 0
O=C(CSc1nnc(-c2ccco2)o1)N1CCOCC1 | -8 | 6 | -0.2 | -3 | -3 | -2 | 0.1 | i | -2
COc1cccc(S(=O)(=O)NCc2ccc(C(=O)Nc3ccc(Cl)c(Cl)c3)cc2)c1 | 13 | 11 | -0.1 | 0 | 2 | -1 | -1.3 | i | -2
COc1ccc(S(=O)(=O)N(Cc2cccnc2)Cc2cc3ccccc3[nH]c2=O)cc1 | -3 | -19 | 2.4 | -3 | -4 | -4 | 0.5 | i | -2
CC(Oc1ccccc1)C(=O)N=C1SC2CS(=O)(=O)CC2N1c1ccccc1 (configuration not stated) | -6 | 5 | -0.2 | -5 | -4 | 1 | 0.1 | i | -2
COc1ccc2cc(C(=O)C3CCCN(C(=O)c4sc(C)nc4C)C3)ccc2c1 (configuration not stated) | -1 | -6 | 2.2 | 5 | -2 | -14 | -0.3 | / | -1
CCOc1ccc(NC(=O)c2ccc(NC(=O)CN3C(=O)C(=O)N(CC(C)C)C3=O)cc2)cc1 | -12 | 1 | 0.3 | 3 | -2 | -1 | -0.5 | i | -2
Cc1csc(=O)n1CC(=O)Nc1ccc(Cl)c(Cl)c1 | 13 | 3 | -0.9 | -5 | -5 | -2 | 0.0 | i | -2
Cc1ccccc1Nc1nc(N)nc(COC(=O)/C=C/c2ccco2)n1 | -2 | -16 | 1.4 | 8 | 9 | -4 | 0.3 | i | -3
COn1c(SCc2cccnc2)nc2ccccc2c1=O | -1 | -8 | 0.4 | -6 | 2 | -5 | 0.0 | i | 0
CC(C)COc1ccc(-c2nnc(-c3ccncc3)o2)cc1 | 6 | -3 | -0.4 | -1 | 5 | -4 | -0.8 | i | -13
CCn1nc(C(=O)N2CCc3ccccc3C2)c2ccccc2c1=O | -3 | -10 | 1.1 | -6 | 2 | -4 | -0.7 | i | -3
Cc1ccc(-c2c(C#N)c(N)nc3c2CCCC3)s1 | -13 | 2 | 2.7 | 3 | 3 | 2 | -0.7 | i | -9
COc1ccccc1NC(=O)CSC(N)=O | -33 | 27 | 0.6 | 3 | -2 | -2 | -0.1 | i | 3
COc1ccc(/C(O)=C2/C(=O)C(=O)N(Cc3cccnc3)C2c2ccncc2)cc1F (configuration not stated) | -7 | 16 | 4.4 | 4 | 3 | -1 | -0.3 | i | 0
Cc1ccc(CONC(=O)c2ccc(Cl)cc2)cc1 | -1 | -2 | 0.8 | 1 | -4 | 1 | -0.3 | i | -2
CCN1/C(=C2/SC(=S)N(C)C2=O)C=Cc2cc(C)ccc21 | -1 | -9 | 0.4 | -3 | 1 | -5 | -0.6 | i | -8
CC(=O)NC1C(=O)N(CCN2CCOCC2)c2ccc(C)cc21 (configuration not stated) | 2 | 12 | / | -1 | -1 | 5 | 0.9 | i | -8
COc1ccc(C(=O)CSc2nc3nn(-c4ccccc4)c(=O)c-3c3n2CCCCC3)c(OC)c1 | 12 | 9 | 0.3 | -6 | 0 | 0 | -0.2 | i | -4
O=C(Cn1nnc(-c2cccc(C(F)(F)F)c2)n1)N1CCOCC1 | -3 | 3 | -0.3 | 16 | 0 | 2 | -0.6 | i | -3
CC(=O)C1=C(O)C(=O)N(c2ccc(S(N)(=O)=O)cc2)C1c1ccccc1F (configuration not stated) | -4 | -7 | 2.2 | -5 | -1 | -4 | -1.5 | i | -4
CC(C)C(NC(=O)c1cccc(S(=O)(=O)N2CCOCC2)c1)C(=O)NCc1ccc(Cl)cc1 (configuration not stated) | -4 | -22 | -1.0 | 10 | 3 | 0 | -0.3 | i | -2
COc1ccc(CN(C)C(=O)CC(c2ccccc2)c2ccccc2)cc1 | 16 | -17 | 0.8 | 0 | 0 | 1 | -0.8 | i | -4
Cc1occc1C(=O)N/N=C/c1cccs1 | -7 | -2 | 3.1 | -10 | -3 | -3 | -1.4 | i | -6
Cc1cc(N)n(Cc2ccc(Cl)cc2)n1 | -6 | 0 | 0.9 | 2 | -6 | 1 | -0.5 | i | -3
CC(C)(C)OC(=O)[C@H](CCCCN)NC(=O)c1nc[nH]c1C(=O)NCCCCCN | -10 | 6 | -1.2 | 3 | -4 | -1 | -0.2 | i | -4
O=S(=O)(NC1CC2CCC1C2)c1ccc2c(c1)OCCO2 (configuration not stated) | -3 | 5 | -1.5 | -6 | 5 | 4 | -0.4 | i | -3
COC(=O)c1ccccc1NC(=O)CN1CCCCCC1 | 2 | -4 | -0.1 | -6 | 1 | -2 | 0.0 | i | -1
Cc1cc(Br)cn2c(Cc3ccccc3)c(-c3ccc(C#N)cc3)nc12 | 18 | -5 | 0.5 | -17 | 1 | -30 | -0.6 | i | -3
O=C(COC(=O)/C=C/c1ccc2c(c1)OCO2)NCc1ccccc1 | -5 | 3 | 1.9 | 8 | 3 | -1 | 0.2 | i | -4
NC(=O)CSc1nc2cc(S(=O)(=O)N3CCOCC3)ccc2o1 | -3 | 9 | 0.3 | 1 | -3 | 1 | -0.1 | i | -4
O=C(Cn1ncc2c(=O)oc3ccccc3c21)NCCc1ccsc1 | 5 | -9 | -0.5 | -15 | 0 | 1 | 0.3 | i | -3
CCOc1ccc2nc(NC(=O)Cn3cnc4c3c(=O)n(C)c(=O)n4C)sc2c1 | -4 | 13 | 0.1 | 9 | 1 | 1 | -0.7 | i | -3
c1ccc(COc2cccc(CNn3cnnc3)c2)cc1 | -3 | 1 | -0.9 | 5 | 1 | -2 | -0.7 | i | -3
O=C(NC1CCCC1)C(c1ccsc1)N(Cc1ccco1)C(=O)Cc1cccs1 (configuration not stated) | 4 | 26 | 0.6 | -1 | 1 | -2 | -1.1 | i | -5
CCOc1cc(CNc2ncnc3nc[nH]c23)ccc1OC | -6 | -17 | -0.4 | 4 | -1 | -4 | -0.5 | i | -1
O=C(NCc1cccnc1)c1cc2nc(-c3cccs3)cc(C(F)(F)Cl)n2n1 | -1 | -17 | 0.7 | 2 | -5 | -3 | 1.9 | i | -1

(listing goes on)
Key to letters: A = FAS-TE inh; B = MLLE-PAM2 inh; C = MsrA inhibitor; D = E coli Lon inh; E = CSN inh; F = Rin1 Abl inh; G = Tb MetRS inh; H = Neddyl block; I = bovine MsrA act
SMILES: Cc1nc(C(=O)N2CCCC(C(=O)c3ccc(Cl)cc3)C2)cs1 (configuration not stated)
  A = -9 | B = 6 | C = 0.2 | D = -4 | E = 6 | F = 0 | G = -0.3 | H = i | I = -4

SMILES: C/C(=C1/SC(N2CCOCC2)=NC1=O)c1ccc(Br)cc1
  A = -7 | B = 1 | C = -0.4 | D = -9 | E = 1 | F = -1 | G = -1.6 | H = i | I = -8

SMILES: O=C(O)c1cccc(CSc2ncccn2)c1
  A = -7 | B = 32 | C = 0.8 | D = 4 | E = 4 | F = -1 | G = -0.4 | H = i | I = -2

SMILES: Cc1ccc(-c2nc(CS(=O)(=O)CC(=O)NCCN3CCOCC3)c(C)o2)cc1
  A = -5 | B = 6 | C = 0.0 | D = 1 | E = 0 | F = 0 | G = -0.3 | H = i | I = 1

SMILES: COc1ccccc1Nc1nc(N)nc(-c2oc3ccccc3c2C)n1
  A = -8 | B = 13 | C = 0.7 | D = -8 | E = -3 | F = -3 | G = -1.1 | H = / | I = -5

SMILES: COc1ccc(S(=O)(=O)NC(=O)C2(C)CCN2C(=O)Cc2ccccc2Cl)cc1OC (configuration not stated)
  A = -11 | B = -22 | C = -0.4 | D = -20 | E = 1 | F = -2 | G = -0.2 | H = i | I = -1

SMILES: Cc1c(NC(=O)c2ccc(=O)oc2)c(=O)n(-c2ccccc2)n1C
  A = -5 | B = 14 | C = 3.3 | D = -9 | E = -1 | F = -2 | G = -0.7 | H = i | I = -2

Part of the list above, field by field:
Cc1nc(C(=O)N2CCCC(C(=O)c3ccc(Cl)cc3)C2)cs1 (configuration not stated)
  FAS-TE inh = -9 | MLLE-PAM2 inh = 6 | MsrA inhibitor = 0.2 | E coli Lon inh = -4 | CSN inh = 6 | Rin1 Abl inh = 0 | Tb MetRS inh = -0.3 | Neddyl block = i | bovine MsrA act = -4
C/C(=C1/SC(N2CCOCC2)=NC1=O)c1ccc(Br)cc1
  FAS-TE inh = -7 | MLLE-PAM2 inh = 1 | MsrA inhibitor = -0.4 | E coli Lon inh = -9 | CSN inh = 1 | Rin1 Abl inh = -1 | Tb MetRS inh = -1.6 | Neddyl block = i | bovine MsrA act = -8
O=C(O)c1cccc(CSc2ncccn2)c1
  FAS-TE inh = -7 | MLLE-PAM2 inh = 32 | MsrA inhibitor = 0.8 | E coli Lon inh = 4 | CSN inh = 4 | Rin1 Abl inh = -1 | Tb MetRS inh = -0.4 | Neddyl block = i | bovine MsrA act = -2
COc1ccc(S(=O)(=O)NC(=O)C2(C)CCN2C(=O)Cc2ccccc2Cl)cc1OC (configuration not stated)
  FAS-TE inh = -11 | MLLE-PAM2 inh = -22 | MsrA inhibitor = -0.4 | E coli Lon inh = -20 | CSN inh = 1 | Rin1 Abl inh = -2 | Tb MetRS inh = -0.2 | Neddyl block = i | bovine MsrA act = -1

Screening data deposited in PubChem by several laboratories.

The order is random, and some 4% of all compounds hit somewhere here.
